MEP2 TOR yeast = alters MEP2-GFP fluorescence in TOR pathway yeast screen; S. cerevisiae MEP2-GFP strain, flow cytometry GFP, 3 h; 100% = DMSO control level; GFP response vs DMSO, % at 10 µM; actives 0.51% (n = 330,000);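 active means GFP response versus DMSO above a set limit, roughly screen mean plus 3 SD, cut at about 180% in these data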;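 further: median GFP fluorescence of the barcode-gated MEP2-GFP cells per well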
LAP4-GFP MLPCN = modulators of TOR pathway LAP4-GFP in S. cerevisiae; AID 2023; GFP response vs DMSO, % at 10 µM; S. cerevisiae LAP4-GFP multiplex, flow cytometry GFP, 3 h; median GFP as percent of DMSO wells; actives 0.34% (n = 320,000);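 active means GFP response vs DMSO above a set limit, about the screen mean plus 3 SD, cut at about 150% in these data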
RPL19A TOR yeast = modulators of TOR pathway RPL19A-GFP in S. cerevisiae; percent response vs DMSO, % at 10 µM; S. cerevisiae RPL19A-GFP strain, flow cytometry, 3 h; active compounds read low; AID 2025; actives 0.3% (n = 330,000);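 active means percent response vs DMSO below 50%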;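 further: median channel GFP fluorescence of the barcoded RPL19A-GFP strain; ratio of sample median GFP to plate DMSO average so 100% = DMSO; lower means less RPL19A-GFP as with rapamycin TOR inhibition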
procasp7 counter = counter-screen: procaspase-7 (human) activation | P55210 | recombinant procaspase-7, Ac-DEVD-pNA absorbance 405 nm; D23A/D198A/D206A triple mutant, cannot self-cleave; scale: DMSO 0, 5 µM enzyme 100 | activation, % at 8.5 µM | actives 0.093% (n = 330,000);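 active means percent activation above the screen-wide mean plus 3 SD, cut at about 25% in these data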
Target sequence (P55210 whole entry D23A/D198A/D206A): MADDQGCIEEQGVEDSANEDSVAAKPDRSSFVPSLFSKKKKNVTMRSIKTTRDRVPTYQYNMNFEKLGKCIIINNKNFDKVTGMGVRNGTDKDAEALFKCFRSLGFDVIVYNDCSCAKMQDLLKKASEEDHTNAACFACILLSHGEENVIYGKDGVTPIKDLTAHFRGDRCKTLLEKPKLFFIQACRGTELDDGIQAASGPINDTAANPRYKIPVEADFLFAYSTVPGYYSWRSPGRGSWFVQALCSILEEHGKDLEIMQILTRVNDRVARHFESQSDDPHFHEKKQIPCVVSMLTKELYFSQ
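Replicates: singlicate. Assay system: Procaspase-7 triple mutant (PC-7 D3A). Signal: 405 nm absorbance of p-nitroaniline. Times: 1 h preincubation, 2 h reaction. Buffer or medium: Zinc-free HEPES pH 7.4 with 300 mM NaCl, 0.01% Triton X-100. Also added: DEVD-pNA substrate. Benchmarks: DMSO wells as 0%, DMSO with 5 µM added PC-7 as 100%.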
AHR act = human AHR activation; P35869; activation, % at 5 µM; AHR-responsive luciferase reporter cells, luminescence; actives 2.5% (n = 320,000); in the data active means activation above about 47%;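 further: 0% = vehicle wells and 100% = reference agonist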
CIT2-GFP yeast = yeast TOR pathway CIT2-GFP modulation; S. cerevisiae CIT2-GFP strain, flow cytometry, 3 h; 100 means same as DMSO wells; AID 2029; actives 0.065% (n = 320,000); GFP response vs DMSO, % at 10 µM;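 active means GFP response relative to DMSO above a set limit, near the screen mean plus 3 SD, cut at about 150% in these data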;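 further: ratio of well median GFP fluorescence to mean of DMSO wells on the plate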
AGP1-GFP MLPCN = modulators of TOR pathway AGP1-GFP in S. cerevisiae | S. cerevisiae AGP1-GFP multiplex flow cytometry, 3 h; GFP as percent of DMSO wells | GFP response vs DMSO, % at 10 µM | actives 0.02% (n = 320,000) | AID 2066;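 active means GFP response relative to DMSO above a set limit, near screen average plus 3 SD, cut at about 150% in these data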;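 further: median GFP channel fluorescence of the gated AGP1 strain per well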
proCasp3 act = procaspase-3 (human) activation. actives 0.11% (n = 330,000). activation, % at 8.5 µM. recombinant procaspase-3 D3A, Ac-DEVD-pNA absorbance 405 nm. P42574;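 active means activation above the mean of all tested compounds plus 3 SD, cut at about 21% in these data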;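 further: 0% = DMSO alone and 100% = DMSO wells spiked with extra 5 µM PC-3 D3A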
Target sequence (P42574 whole entry D9A/D28A/D175A): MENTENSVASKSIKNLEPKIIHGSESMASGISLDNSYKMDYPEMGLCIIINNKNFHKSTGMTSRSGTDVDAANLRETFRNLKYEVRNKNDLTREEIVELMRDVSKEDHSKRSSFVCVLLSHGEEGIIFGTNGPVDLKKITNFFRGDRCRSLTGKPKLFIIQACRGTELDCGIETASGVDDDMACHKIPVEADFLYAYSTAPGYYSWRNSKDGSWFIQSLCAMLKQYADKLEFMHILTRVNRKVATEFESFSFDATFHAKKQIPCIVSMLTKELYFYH
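material = Procaspase-3 D3A mutant | probe or stimulus = Ac-DEVD-pNA | compound = single dose, 8.5 µM nominal compound, 0.8% DMSO | timing = 1 h preincubation, 2 h reaction | measured by = 405 nm absorbance of p-nitroaniline, reads at 0 and 120 min | benchmarks = DMSO-only low control, 5 µM PC-3 D3A high control | repeats = singlicate, each compound tested once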
Starred values were filed as active, the others as inactive; . = no result given. The order is random (roughly 3.5% active in at least one column).

SMILES	MEP2 TOR yeast	LAP4-GFP MLPCN	RPL19A TOR yeast	procasp7 counter	AHR act	CIT2-GFP yeast	AGP1-GFP MLPCN	proCasp3 act
S=C(NCc1ccco1)N1CCN(Cc2ccc(Cl)cc2Cl)CC1	98	122	89	-36	0	91	88	-22
Cc1ccc(/C=N/NC(=O)CNC(=O)Cc2ccccc2)o1	102	89	101	1	20	97	99	2
O=C(/C=C/c1ccc(Cl)cc1)NCc1cccs1	100	93	97	9	18	87	90	-7
c1ccc(N2CCN(Cc3ccc4c(c3)OCO4)CC2)nc1	97	104	95	-6	-2	94	101	3
CCOC(=O)N1CCN(CC(O)COc2ccccc2C(C)CC)CC1 (stereo unspecified)	107	96	97	5	1	107	99	-1
CCc1ccc(N2CSC3=C(C#N)C(c4cccs4)CC(=O)N3C2)cc1 (stereo unspecified)	103	96	100	-22	7	106	108	-22
COc1cccc(C2C(C#N)=C(N)OC(C(C)(C)C)=C2C#N)c1 (stereo unspecified)	105	103	101	13	1	111	105	2
O=C(c1cccc(C(=O)N2CCN(c3ncccn3)CC2)c1)N1CCN(c2ncccn2)CC1	96	93	92	2	-1	97	96	-7
Cc1cc(C(=O)Nc2sc(C)c(C)c2C#N)c(C)o1	103	108	98	-7	76*	97	98	6
CC(C)(C)NC(=O)C(=O)NNC(=O)c1ccccc1Br	108	101	110	-3	1	108	104	8

Looked up one by one from the list above:
SMILES	MEP2 TOR yeast	LAP4-GFP MLPCN	RPL19A TOR yeast	procasp7 counter	AHR act	CIT2-GFP yeast	AGP1-GFP MLPCN	proCasp3 act
O=C(/C=C/c1ccc(Cl)cc1)NCc1cccs1	100	93	97	9	18	87	90	-7
COc1cccc(C2C(C#N)=C(N)OC(C(C)(C)C)=C2C#N)c1 (stereo unspecified)	105	103	101	13	1	111	105	2
O=C(c1cccc(C(=O)N2CCN(c3ncccn3)CC2)c1)N1CCN(c2ncccn2)CC1	96	93	92	2	-1	97	96	-7
CC(C)(C)NC(=O)C(=O)NNC(=O)c1ccccc1Br	108	101	110	-3	1	108	104	8
CCOC(=O)N1CCN(CC(O)COc2ccccc2C(C)CC)CC1 (stereo unspecified)	107	96	97	5	1	107	99	-1

Additional entries follow:
SMILES	MEP2 TOR yeast	LAP4-GFP MLPCN	RPL19A TOR yeast	procasp7 counter	AHR act	CIT2-GFP yeast	AGP1-GFP MLPCN	proCasp3 act
CCC/C=C1/CCCOC(C(=O)NCc2ccc(S(C)(=O)=O)cc2)(C(F)(F)F)C1 (stereo unspecified)	99	93	102	17	0	99	110	2
COc1ccc(NS(=O)(=O)c2ccc(OCC(=O)N3CCCC3)cc2)cc1	91	105	102	-5	2	105	105	-5
CN1CCC(=NNC(=O)CSc2ccc(Cl)cc2)CC1	107	106	97	-2	3	116	106	6
CCc1nc(C(N)=O)c2[nH]c(=O)n(-c3ccccc3F)c2n1	99	102	97	15	2	97	101	1
CC1CCCCC1NC(=O)c1ccc(S(=O)(=O)NNC(=O)c2ccncc2)cc1 (stereo unspecified)	99	113	98	-4	1	100	106	-5
CCCCNC(=S)N(C)/N=C/c1ccc(OCC(=O)Nc2ccc(OC)cc2)c(OC)c1	103	95	104	-1	0	104	104	11
Cc1cnn(CCC(=O)NNC(=S)Nc2ccccc2)c1	109	106	101	-8	-1	111	105	-3
Cn1nnnc1SCC(=O)Nc1nc2ccccc2s1	108	105	101	8	50*	102	106	7
COC(=O)/C=C1\N/C(=N/c2nc(C)c3cc(OC)ccc3n2)NC1=O	105	102	102	15	6	98	100	1
O=C(COC(=O)c1cncc(Br)c1)NCC1CCCO1 (stereo unspecified)	94	.	94	3	3	87	96	11
Cc1ccc(CN2CC(C(=O)Nc3ccccc3N3CCCC3)CC2=O)cc1 (stereo unspecified)	101	105	97	-3	3	104	108	-1
CCOC(=O)N1CCC(N2C(=O)c3ccc(C(=O)NCc4ccc(F)cc4)cc3C2=O)CC1	96	105	91	4	6	91	93	6
c1ccc2c3c(c(CN4CCCC4)cc2c1)COC3	97	124	95	-8	0	93	107	4
COc1cc(OC)cc(C(=O)N2CCC3(CC2)NCCc2[nH]cnc23)c1	99	111	95	14	3	97	108	1
CC(=O)c1sc(Nc2cccc(C)c2)nc1C	92	102	93	7	3	88	93	10
Cc1ccc2c3c([nH]c2c1C)-c1nonc1CC3	104	104	100	-4	23	88	99	4
CCOC(=O)c1ccccc1NC(=O)CSc1ccc(-c2ccccn2)nn1	99	97	96	2	0	.	83	1
COCCNS(=O)(=O)c1cc(OC)c(C)cc1C	93	93	89	7	-1	93	91	7
CCCNCc1cc(Br)ccc1OCC(=O)NCCc1ccccc1	99	92	103	-4	-2	104	102	6
Cc1cccc(Oc2ccc(NC(=O)c3ccccc3C(=O)O)cc2)c1	99	121	97	4	-2	95	102	-9
O=C(Nc1ccccc1)C1CCCN1/C=C/C(=O)C(F)(F)F (stereo unspecified)	90	95	89	12	2	95	97	8
CC(=O)c1ccc(S(=O)(=O)N(C)C(C)CCc2ccco2)cc1 (stereo unspecified)	101	97	104	.	.	104	98	.
CCOc1ccc(NC(=O)c2ccc(NCC(=O)N3CCCCCC3)cc2)cc1	101	98	103	-2	2	105	101	-6
Cc1ccc(CN2CCC(CNS(=O)(=O)c3ccc(-c4ccc(=O)[nH]n4)s3)CC2)cc1	102	106	101	0	6	101	106	1
O=C(c1ccc(Br)s1)N1CCN(C/C=C/c2ccccc2)CC1	106	107	104	0	0	107	.	6
O=C(NC1CCCCC1)N1CCN(C(=O)c2ccco2)CC1	103	99	103	4	-1	105	102	1
CC1c2cc3c(cc2CCN1C(=O)c1ccc(Br)cc1)OCCCO3 (stereo unspecified)	100	109	100	4	3	97	93	0
CC1=C(C(=O)OC(C)C)C(c2cccs2)C(C(=O)OC(C)C)=C(C)N1	102	87	95	-1	3	89	91	14
Cn1c(=O)cc(OCC(=O)NCc2cccs2)c2ccccc21	96	92	97	-1	22	97	96	-5
Cc1cc(C)n(-c2ccc(C(=O)Nc3ccc(C)c(S(=O)(=O)N(C)C)c3)cc2)n1	108	97	105	1	-1	104	101	6

The closing 2 records of the section before lead into the next:
SMILES	MEP2 TOR yeast	LAP4-GFP MLPCN	RPL19A TOR yeast	procasp7 counter	AHR act	CIT2-GFP yeast	AGP1-GFP MLPCN	proCasp3 act
Cn1c(=O)cc(OCC(=O)NCc2cccs2)c2ccccc21	96	92	97	-1	22	97	96	-5
Cc1cc(C)n(-c2ccc(C(=O)Nc3ccc(C)c(S(=O)(=O)N(C)C)c3)cc2)n1	108	97	105	1	-1	104	101	6
CCCc1ccc(C(=O)Cn2nc(C(=O)O)c3ccccc3c2=O)cc1	106	93	108	8	4	97	100	0
COc1cccc(CNC(=O)COC(=O)c2nn(C)c(=O)c3ccccc23)c1	95	101	97	4	-3	92	97	5
COc1ccc(-c2[nH]c(-c3ccc(C(=O)O)cc3)nc2-c2ccccc2)cc1	101	102	97	3	-1	98	103	7
Cc1cc(C(=O)OCC(=O)N(C)c2c(N)n(Cc3ccccc3)c(=O)[nH]c2=O)c(C)n1-c1ccccc1	127	109	96	-27	-1	102	107	-17
CCOC(=O)c1c(C)n(-c2ccc(C)cc2)c2ccc(OCC(O)CNCCCO)cc12 (stereo unspecified)	99	97	100	7	1	100	100	10
CCC(C)NC(=O)c1c(C)cc(=O)oc1C (stereo unspecified)	105	111	104	-5	1	110	109	8
CCc1ccc(N2CC(C(=O)Nc3cccnc3)CC2=O)cc1 (stereo unspecified)	104	106	105	-4	6	120	107	-3
CCOC(=O)C1=CC[C@H]2c3c(c4ccc(OC)cc4n3C)C(=O)C1N2S(=O)(=O)c1ccc(C)cc1	96	101	99	-1	5	97	106	1
COc1ccc(N2CCN(C(=O)COCC(=O)O)CC2)cc1	105	98	102	2	2	112	102	5
Cc1cc(C)nc(SCC(=O)N/N=C\C(Br)=C\c2ccccc2)n1	120	109	113	8	3	106	105	6
COc1ccc(/C=C2\SC(=N)N(c3ccc(F)cc3)C2=O)cc1OC	102	100	109	-8	17	.	108	-6
COC(=O)c1cc(NC(=O)c2c(Cl)nc3sccn23)cc(C(=O)OC)c1	188*	84	95	6	2	90	101	-4
CCOc1ccc(CCNC(=O)CN2C(=O)NC3(CCCCCC3)C2=O)cc1OCC	108	100	99	-4	1	100	101	4
Cc1ccc(C)c(N2CCN(C(=O)c3ccc(N4CCOCC4)c([N+](=O)[O-])c3)CC2)c1	99	105	101	0	1	102	100	-1
O=C(NCC(c1ccco1)N1CCCC1)c1ccc(S(=O)(=O)Nc2ccc(F)cc2)cc1 (stereo unspecified)	97	87	93	15	-2	89	90	4
C=C(C)c1cccc(C(C)(C)NC(=O)Nc2nnc(C(C)C)s2)c1	97	102	96	0	3	91	102	-2
CCCSc1nnc(Cn2c(=O)sc3ccccc32)n1C	111	101	101	23	0	110	110	2
O=C1/C(=C/c2ccc([N+](=O)[O-])cc2)C=C(c2ccccc2)N1c1ccccc1	101	101	95	-2	3	100	97	-6
CC(=O)c1cccc(NC(=O)c2ccc(NS(=O)(=O)c3c(C)noc3C)cc2)c1	105	107	111	-1	37	108	112	-2
COc1cccc(NC(=O)CN(C2=NC3CS(=O)(=O)CC3S2)c2cccc(C)c2)c1 (stereo unspecified)	97	126	97	-1	1	108	106	4
CCCn1nnnc1NCc1c(F)cccc1Cl	99	93	107	3	2	105	105	7
CN(CC(=O)Nc1ccc(Cl)c(C(F)(F)F)c1)C(=O)c1cccc2cccnc12	110	96	95	-10	11	101	97	-1
Cc1ccc(CCNC(=O)C2CC(c3ccc(C(F)(F)F)cc3)=NO2)cc1 (stereo unspecified)	99	99	98	8	5	95	98	-8
COc1ccccc1C(=O)NCCC(=O)NNC(=O)Cn1ccc(C(F)(F)F)n1	105	98	104	5	1	108	110	-4
Cc1[nH]c2ccccc2c1C(C[N+](=O)[O-])c1cccc(O)c1 (stereo unspecified)	95	93	102	-1	5	108	104	1
CCCC(=O)Nc1cc(S(=O)(=O)N2CCOCC2)ccc1N1CCCCC1	106	93	101	-18	-1	105	101	-13
Fc1ccccc1NC(=S)Nc1cccc2cnccc12	97	101	94	-23	16	97	97	-12
CC(C)(C)NC(=O)C1CC(=O)OC12CCCCC2 (stereo unspecified)	92	93	91	3	-1	94	90	-2
Cc1cc(N2CCN(S(=O)(=O)c3ccc(C)c(C)c3)CC2)c2ccccc2n1	114	108	108	12	0	113	114	1
CCOc1ccc2oc(-c3ccccc3)c(C(N)=O)c2c1	97	112	92	-3	1	110	101	1
Cc1[nH]c2ccccc2c1SCC(=O)N1CCCCC1	105	99	99	3	3	98	100	2
COc1ccc(-n2nc(C(=O)NCC(=O)NCCCN3CCOCC3)c3ccccc3c2=O)cc1	81	93	97	-2	0	94	98	-6
CC1(C(=O)NCc2ccccn2)C=CCN1C(=O)c1ccccc1 (stereo unspecified)	89	112	105	15	5	96	87	10

Assay outcomes as filed in PubChem BioAssay.
